MCF10A rereplic: induces DNA re-replication in MCF 10a normal breast cells | Potency, µM (titrated, usually from 46.1 µM), without a hit: at the highest dose activity, positive = re-replication, actives largely listed as activators | MCF 10A DNA re-replication, Hoechst nuclear intensity, 48 h | 350,000 tested, 2.9% active; further: potency means the concentration at half of the fitted maximal effect; % of control where 0% means no effect; nearly all actives have a fitted effect of over 50% in size
WRN helicase inh: inhibitors of human WRN helicase; WRN helicase unwinding, fluorescent forked duplex, kinetic; Potency, µM (series often up to 114 µM), for inactives: top-dose activity change, negative = inhibition, most hits filed as inhibitors; 360,000 tested, 0.46% active; Q14191; AID 651768; further: potency means the concentration at half of the fitted maximal effect; on the % scale 0 is the no-effect control and ±100 the full control effect; nearly all actives have a fitted effect of over 55% in size
Target sequence (Q14191 whole entry, looked up): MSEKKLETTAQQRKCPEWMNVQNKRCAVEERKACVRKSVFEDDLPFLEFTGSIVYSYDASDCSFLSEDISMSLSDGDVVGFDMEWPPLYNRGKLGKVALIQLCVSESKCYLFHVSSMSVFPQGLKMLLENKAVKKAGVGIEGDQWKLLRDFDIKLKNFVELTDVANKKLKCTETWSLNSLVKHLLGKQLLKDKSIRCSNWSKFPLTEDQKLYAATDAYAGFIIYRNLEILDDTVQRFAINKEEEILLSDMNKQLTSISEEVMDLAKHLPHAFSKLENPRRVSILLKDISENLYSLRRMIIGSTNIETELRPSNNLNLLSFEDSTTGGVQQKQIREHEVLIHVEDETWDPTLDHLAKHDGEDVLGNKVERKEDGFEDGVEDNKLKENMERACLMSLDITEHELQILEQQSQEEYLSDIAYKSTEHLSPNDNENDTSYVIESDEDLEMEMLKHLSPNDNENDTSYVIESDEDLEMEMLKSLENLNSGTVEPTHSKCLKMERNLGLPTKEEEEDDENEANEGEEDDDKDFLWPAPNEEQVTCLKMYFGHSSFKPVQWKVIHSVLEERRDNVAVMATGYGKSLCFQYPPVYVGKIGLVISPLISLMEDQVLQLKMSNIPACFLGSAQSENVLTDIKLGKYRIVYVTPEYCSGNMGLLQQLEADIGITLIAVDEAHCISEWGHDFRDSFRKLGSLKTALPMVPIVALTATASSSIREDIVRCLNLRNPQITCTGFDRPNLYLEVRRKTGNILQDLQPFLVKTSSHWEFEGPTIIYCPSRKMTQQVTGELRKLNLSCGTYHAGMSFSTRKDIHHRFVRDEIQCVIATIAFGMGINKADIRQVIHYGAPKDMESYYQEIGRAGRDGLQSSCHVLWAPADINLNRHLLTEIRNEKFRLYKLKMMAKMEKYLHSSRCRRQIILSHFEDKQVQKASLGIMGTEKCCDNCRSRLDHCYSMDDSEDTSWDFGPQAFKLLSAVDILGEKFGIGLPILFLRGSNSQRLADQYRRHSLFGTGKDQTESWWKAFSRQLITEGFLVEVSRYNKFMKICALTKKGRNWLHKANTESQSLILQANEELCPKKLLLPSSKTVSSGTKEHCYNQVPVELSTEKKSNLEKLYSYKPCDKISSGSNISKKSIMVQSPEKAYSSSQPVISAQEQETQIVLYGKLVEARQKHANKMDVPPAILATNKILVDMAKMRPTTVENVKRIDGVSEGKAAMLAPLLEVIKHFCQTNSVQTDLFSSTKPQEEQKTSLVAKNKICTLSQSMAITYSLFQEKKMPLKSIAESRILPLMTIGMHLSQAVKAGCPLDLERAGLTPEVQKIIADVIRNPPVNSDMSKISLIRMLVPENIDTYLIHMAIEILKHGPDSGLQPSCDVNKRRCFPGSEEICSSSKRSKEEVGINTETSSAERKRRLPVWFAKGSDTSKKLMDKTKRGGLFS
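Enzyme (20 nM final) and test compound sit together 15 min at room temperature before substrate addition. Substrate is a single-forked duplex oligonucleotide (100 nM) labelled with fluorophore and quencher, with 2 mM ATP; helicase unwinding raises red fluorescence, read kinetically.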
KB-3-1 tox: kills parental KB-3-1 adenocarcinoma cells. 400,000 tested, 1.4% active. KB-3-1 viability, CellTiter-Glo ATP luminescence, 72 h. Potency, µM (series often up to 46.1 µM), for inactives: at the highest dose activity change, negative = cytotoxic, actives largely listed as cytotoxic; further: potency means the concentration at half of the fitted maximal effect; on the % scale 0 is the no-effect control and ±100 the full control effect; nearly all actives have a fitted effect of over 60% in size
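Using CellTiter-Glo luminescence, growth of non-resistant KB-3-1 adenocarcinoma cells is assessed 72 h after pin-tool compound addition at 37 °C. Normalized responses across the concentration series yield fitted curves.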
KB-V1 MDR tox: KB-V1 MDR subline cytotoxicity; KB-V1 MDR cells viability, CellTiter-Glo, 72 h; Potency, µM (series often up to 46.1 µM), for the others: at the highest dose activity change, negative = cytotoxicity, hits mostly cytotoxic; 400,000 tested, 3.4% active; further: potency means the concentration at half of the fitted maximal effect; on the % scale 0 is the no-effect control and ±100 the full control effect; nearly all actives have a fitted effect of over 60% in size
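Following 72 h at 37 degrees C with compound, KB-V1 cell viability was read by CellTiter-Glo luminescence, medium being phenol-red-free DMEM plus 10% FBS; concentration-response parameters came from normalized, curve-fitted qHTS data.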
ATXN2 expr inh: inhibitors of ATXN2 expression | HEK-293 ATXN2-luciferase reporter, luminescence, 24 h | Potency, µM (top dose mostly 57 µM), for inactives: at the top dose activity change, negative = inhibition, actives largely listed as inhibitors | 360,000 tested, 0.72% active | AID 1745845; further: potency means the concentration at half of the fitted maximal effect; on the % scale 0 is the no-effect control and ±100 the full control effect; nearly all actives have a fitted effect of over 55% in size
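ATXN2-luciferase reporter cells (luciferase flanked by upstream and downstream ATXN2 gene portions) were treated 24 h at 37 °C with compounds at up to 57 uM. SteadyGlo luminescence gave expression; GF-AFC fluorescence gave viability.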
IL1B secr inh: blocks inflammasome-driven IL-1 beta release. activity change, % at 57.5 µM. THP-1 LPS/ATP IL-1B secretion, AlphaLISA, 16 h; hits give low values. 360,000 tested, 4.7% active. AID 743279; in the data active means activity change below about -50%; inconclusive means mostly about -30% to -49%; further: on the % scale 0 is the no-effect control and ±100 the full control effect
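THP-1 cells pretreated 1 hr with compounds (up to 57.5 uM final), then stimulated with LPS (250 ng/mL final) plus ATP (1.25 mM final); secreted IL-1B measured by AlphaLISA after 16 hr, decreased signal indicating inhibition.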
HT1080NT lethal: kills 2HG-producing HT-1080-NT fibrosarcoma cells | HT-1080-NT fibrosarcoma viability, CellTiter-Glo ATP luminescence, 48 h | Potency, µM (titrated, usually from 46.1 µM), without a hit: at the top dose activity, negative = less viability, most hits filed as cytotoxic | 360,000 tested, 1.6% active | AID 686970;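 further: NT is the 2HG producing partner of a matched IDH1 knockdown line; potency means the concentration at half of the fitted maximal effect; 0% = DMSO-treated cells and -100% = media-only wells without cells; nearly all actives have a fitted effect of over 55% in size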
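750 cells/well, RPMI + 5% FBS; 2 h settle, compound pin-transfer, 48 h at 37 degrees C. CellTiter-Glo 10 min RT, luminescence. Normalized to DMSO and media-only wells.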
SW480 rerep: inducers of DNA re-replication in SW480 colon cancer cells; 340,000 tested, 1.8% active; SW480 DNA re-replication, Hoechst DNA content imaging, 48 h; Potency, µM (titrated, usually from 46.1 µM), for the others: top-dose re-replication activation, hits mostly activators; AID 624297; further: potency means the concentration at half of the fitted maximal effect; % of control where 0% means no effect; nearly all actives have a fitted effect of over 55% in size
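Per well, 250 cells were exposed to pinned compound for 48 hr. Nuclear DNA was visualised with Hoechst (40 min, 37 C) and total object intensity recorded by fluorescence scanning.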
HT1080 IDH1KD tx: HT-1080 IDH1 knockdown cell toxicity (counter line) | HT-1080 IDH1 knockdown viability, ATP luminescence, 48 h | Potency, µM (highest dose often 46.1 µM), without a hit: top-dose activity, negative = toxicity, most hits filed as cytotoxic | 360,000 tested, 2% active | AID 686971;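 further: potency means the concentration at half of the fitted maximal effect; 0% = DMSO wells and -100% = cell-free medium wells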
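Knockdown cells (IDH1KD HT-1080) received compounds 2 h after plating at 750 cells/well and were kept 48 h at 37 °C in 5% FBS RPMI. A CellTiter-Glo luminescence read gave % activity for curve fitting.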
* hit, by the source's call; i = inactive; ? = inconclusive; / = no result given; [ ] = another dose, or the depositor's remark. Unless noted, the call rests on the fitted dose curve; in most records, active means well fitted curve in the direction sought with a large enough effect; inconclusive means small, poorly fitted or top-dose-only effect, or another doubt; inactive means no such curve, though single readings can be large; an effect the other way counts as inactive or inconclusive. Hits appear at their usual frequency; any-hit rate near 12%.

Order of results – MCF10A rereplic | WRN helicase inh | KB-3-1 tox | KB-V1 MDR tox | ATXN2 expr inh | IL1B secr inh | HT1080NT lethal | SW480 rerep | HT1080 IDH1KD tx
COc1ccc(S(=O)(=O)N2CCCCCC2)cc1NC(=O)c1ccccc1S(C)(=O)=O
  0% | -25% | 7% | 0% | -2% | 7 | 7% | -1% | -10%
O=C(Cn1cncn1)N/N=C/c1ccccc1O
  18% | -5% | 12% | -4% | -20% | 37 | -21% | ? | 0%
COC(=O)c1sc(NC(=O)c2ccoc2C)nc1C
  1% | 6% | 0% | ? | 3% | -11 | 5% | -2% | 4%
Cc1ccc(CS(=O)(=O)CCC(=O)NCCN2CCCC2)cc1
  -13% | -5% | -1% | 17% | -14% | 14 | 3% | 4% | 0%
O=C(NCCc1ccc(Cl)cc1)C(=O)Nc1cc2c3c(c1)CC(=O)N3CCC2
  2% | -2% | 10% | -3% | -11% | 5 | -3% | 0% | -25%
O=C1N/C(=N\c2ccccn2)SC1Cc1ccccc1Cl (configuration not stated)
  ? | 2% | -52% | -27% | / | 0 | -2% | 15% | 0%
N#Cc1cc2cc3c(cc2nc1NCCNC(=S)NCCCN1CCOCC1)OCO3
  21µM* | -2% | 4% | 5% | -1% | -19 | -29% | ? | -1%
CC(=O)N1N=C(c2ccc([N+](=O)[O-])cc2)CC1c1ccccc1Cl (configuration not stated)
  0% | 10% | 4% | -25% | -15% | -2 | -10% | 1% | -14%
O=C(OCC(=O)N1CCCC1)c1cc([N+](=O)[O-])ccc1Cl
  -33% | 2% | -2% | 19% | 3% | ? | -8% | -26% | -4%
Cn1ncc2c(c(SCc3ccc(Cl)cc3Cl)nn2C)c1=O
  24% | -26% | 13% | 0% | -11% | -20 | -15% | 5% | -1%
COc1cc2sc(-c3ccc(S(C)(=O)=O)cc3)c(C(=O)NCc3ccc(C)o3)c2cc1OC
  21% | -5% | 1% | ? | 4% | 3 | -14% | -4% | -5%
O=C(COc1ccc2ccc(=O)oc2c1)N1CCN(c2ccccc2)CC1
  2% | -4% | 18% | ? | -4% | -2 | -3% | 0% | 6%
CN1CCc2c(sc3nc(SCC(N)=O)n(-c4ccc(Cl)cc4)c(=O)c23)C1
  16µM* | -1% | -7% | -6% | / | 10 | -1% | ? | 0%
CC(C)(C)c1ccc(C(=O)N2CCNC(=O)C2CC(=O)Nc2ccc(F)cc2)cc1 (configuration not stated)
  -2% | -27% | -1% | -14% | -5% | i | -6% | ? | -1%
CSc1nc(-c2ccco2)nn1C(=O)c1cccs1
  12% | 11% | 3% | 5% | -1% | 6 | -2% | -1% | 9%
Cc1cc(O)c(C(=O)/C=C/c2ccc(Cl)cc2)c(=O)o1
  ? | -20% | 16µM* | ? | -10% | ? | 0% | -1% | 7%
Cc1cc2nc(-c3cccc(Br)c3)c(Cc3ccsc3)n2c(C)c1Br
  / | -8% | -6% | -30% | 20% | 24 | -6% | / | -16%
Cn1cc([N+](=O)[O-])c(C(=O)Nc2ccc3c(c2)OCCO3)n1
  19% | -2% | -21% | -15% | 18% | -67* | ? | ? | 11µM*
CCN(C(=O)COc1ccc(C)cc1OC)c1cccc2ccccc12
  14% | -1% | -5% | 12µM* | -16% | -7 | -21% | -3% | ?
CC(C)Sc1nnc(CNC(=O)C23CC4CC(CC(C4)C2)C3)n1C1CCCCC1
  ? | -6% | -3% | -21% | -12% | 26 | 16% | -5% | 26%
Cc1ccc(Oc2nc3c(c(=O)n(Cc4ccccc4F)c(=O)n3C)n2C)cc1
  2% | -8% | -25% | 12µM* | -11% | -7 | -2% | -7% | 8%
CNC(=O)COC(=O)/C=C/c1nc2ccccc2s1
  0.65µM* | -5% | -2% | 13% | -10% | -29 | -3% | ? | -7%
CCOC(=O)C1CCN(c2nc3ccccc3nc2C(C#N)C(=O)OC(C)COC)CC1 (configuration not stated)
  27% | -20% | -13% | 0% | -11% | -2 | -4% | ? | -2%
CCCCN(C)CCNC(=O)Cn1ncc2c(=O)oc3ccc(C)cc3c21
  5% | 2% | -9% | 7% | -21% | -14 | -1% | -12% | -2%
CCCOc1ccc(-c2nnn(CC(=O)N3CCC(C)CC3)n2)cc1
  -14% | -5% | 30% | ? | 18% | -12 | 8% | -5% | 7%
CCN1C(=O)C(CC(=O)Nc2ccc(OC)cc2)N(Cc2ccco2)C1=S (configuration not stated)
  3% | 2% | -14% | ? | -2% | -2 | -1% | 19% | 3%
Cc1ccc(C)c(/C=N/Nc2ccccn2)c1
  6% | 12% | 13% | -8% | 31% | 33 | 1% | 0% | 1%
CN(c1ccccc1)S(=O)(=O)c1cccc(C(=O)NNC(=O)c2ccncc2)c1
  -3% | -7% | 2% | ? | 3% | 4 | 11% | 0% | 10%
Cc1cc(C)n(CC(=O)c2cccc(N)c2)n1
  ? | -1%[57.1 µM] | 10% | ? | 14% | 8 | 8% | 9%[1.84 µM] | 3%
CCOC(=O)c1c(C)[nH]c(C)c1S(=O)(=O)NCc1cc(C)ccc1C
  5% | -6% | -12% | -8% | -3% | -21 | 7% | -10% | -1%
COc1ccc(NC(=O)CCCn2nc(C)c3c(C)n(-c4ccccc4)nc3c2=O)cc1
  4% | -3% | 12% | 0% | -6% | -5 | 4% | -9% | 2%
CCOC(=O)c1c(NC(=O)c2ccc(C)cc2)sc2c1CC(C)(C)OC2
  ? | -27% | 0% | 0% | -4% | -16 | -23% | -1% | -19%
COc1ccc(N(C(C)=O)S(=O)(=O)c2cc(OC)ccc2OC)cc1
  -5% | 1% | -3% | -7% | -2% | 10 | -9% | 1% | -3%
CC(C)(C)NC(=O)C1c2ccccc2OCC(=O)N1CC(F)(F)F (configuration not stated)
  / | 0% | 16% | ? | 4% | 22 | 27% | / | 10%
Cc1cc2nccc(-c3cccnc3)n2n1
  -6% | 10% | -9% | 0% | / | -5 | -1% | -5% | 18%
Cc1sc2nc(CN3CCCC3)nc(N3CCN(C(=O)c4ccco4)CC3)c2c1C
  2% | -14% | -4% | 17% | -14% | ? | -29% | 21% | -1%
COc1ccc(-c2[nH]ncc2CN2CCSCC2)c(OC)c1
  -1% | -8% | 0% | -3% | 2%[11.3 µM] | -12 | -7% | -8% | -4%
O=Cc1cn(CC(O)CN2CCCCC2)c2ccccc12 (configuration not stated)
  2% | 2% | 0% | 1% | / | 9 | 2% | -20% | 6%
COCc1nnc(NC(=O)C(C)C)s1
  1% | 0% | 3% | 7% | 5% | 6 | 11% | 3% | 11%
O=C(CCc1ccc(S(=O)(=O)N2CCOCC2)cc1)OCC(=O)c1ccc(Br)cc1
  ? | -4% | -21% | 1% | 4% | -8 | 4% | -16% | 9%
O=c1c2nnn(-c3cccc(F)c3)c2ncn1Cc1ccccn1
  0% | -6% | -4% | -4% | 8% | -13 | 22% | 0% | 19%
Cc1ccc(C(=O)N2CCN(S(=O)(=O)c3ccccc3[N+](=O)[O-])C2)cc1
  -8% | -3% | 0% | 5% | 28% | -9 | -4% | 15% | -1%
CC1C(=O)N(Cc2cn(CCC3OCCCO3)nn2)CCS(=O)(=O)N1Cc1ccc(-c2cccc(CO)c2)cc1 (configuration not stated)
  / | 9% | 1% | 2% | -16% | 87 | -1% | / | -3%
CCC(C)(C)n1nnnc1C(c1ccccn1)N1CCOCC1 (configuration not stated)
  ? | -5% | -10% | -15% | -5% | 5 | 20% | -5% | 28%
CC(c1ccon1)N(C)Cc1cn(C)nc1-c1cccc(Cl)c1 (configuration not stated)
  ? | -12% | -23% | ? | -18% | 26 | 16% | ? | -5%
COc1ccc2sc(N(CCN(C)C)C(=O)/C=C/c3cccs3)nc2c1
  ? | 0% | ? | 0% | / | -95* | -8% | -9% | -12%
CCOC(=O)C(=CNNc1ccccc1)C(=O)OCC
  13% | ? | 0% | -6% | -4% | -15 | -5% | -1% | -28%
S=c1[nH]nc(Cc2noc3ccccc23)n1-c1ccc(Cl)cc1
  9% | -2% | 0% | -30% | -14% | 5 | 7% | -3% | -1%
C=CCOc1ccc2cccc(/C=N/NC(=O)c3cc4cc([N+](=O)[O-])ccc4s3)c2c1
  ? | -4% | ? | -21% | -20% | 18 | 0% | 21µM* | 15%

Assay outcomes (PubChem BioAssay)
